GAA inh – blocks human lysosomal alpha-glucosidase; P10253; purified human GAA, 4-MU-alpha-glucoside fluorescence; Potency, µM (top dose mostly 76.9 µM), without a hit: at the top dose activity change, negative = inhibition, hits mostly inhibitors; actives 0.005% (n = 200,000);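 also: plate controls were uninhibited enzyme wells for no effect and no-enzyme background for full effect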
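Compounds are titrated up to 77 uM against 4 nM human enzyme. Substrate 4-methylumbelliferyl-alpha-D-pyranoside (400 uM) reacts 20 min at room temperature in pH 5.0 buffer; liberated 4-methylumbelliferone is read at 440 nm.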
Tau fibril ThT – tau fibrillization inhibition (ThT binding); actives 2.1% (n = 270,000); Potency, µM (doses to about 57.4 µM), for inactives: at the highest dose activity, negative = inhibition, usual class: inhibitors; P10636; recombinant tau K18 P301L, heparin-induced fibrillization, ThT fluorescence; also: % is scaled to controls: 0 for no effect and ±100 for the full control effect; nearly all actives have a fitted effect of over 55% in size
Target sequence (P10636 561-689 P618L limits assumed): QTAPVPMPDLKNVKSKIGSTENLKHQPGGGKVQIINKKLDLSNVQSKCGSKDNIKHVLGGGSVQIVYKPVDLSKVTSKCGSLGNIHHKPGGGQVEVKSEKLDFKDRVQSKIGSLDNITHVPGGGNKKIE
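K18 P301L tau (15 uM + 0.24 uM Alexa 594-tagged), heparin 20 uM, NaOAc pH 7, 6 h 37 C; ThT 30 uM, 1 h RT, ex 450/em 510 nm.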
Tau fluor cs – counter-screen for tau fibril formation inhibitors. tau K18 P301L Alexa594 fluorescence, heparin fibrillization. actives 0.93% (n = 280,000). Potency, µM (highest dose often 57.7 µM), inactives show at the highest dose activity change, negative = decrease; also: % is scaled to controls: 0 for no effect and ±100 for the full control effect; nearly all actives have a fitted effect of over 55% in size
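Human tau K18 P301L (15 uM unlabeled, 0.24 uM Alexa 594-labeled) in 100 mM sodium acetate pH 7 with 20 uM heparin, 6 hr at 37 C. ThT 30 uM added, 1 hr ambient; Alexa 594 FP and total fluorescence read at 555/632 nm.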
aGal spleen mod – inhibits or activates alpha-galactosidase in human spleen homogenate; P06280; human spleen homogenate, 4MU-alpha-Gal fluorescence, 40 min; Potency, µM (top dose mostly 80 µM), for the others: at the highest dose activity change, negative = inhibition, usual class: inhibitors; actives 0.008% (n = 240,000);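 also: 0% = enzyme with vehicle and -100% = no enzyme basal signal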
Target sequence (P06280 32-429 limits assumed): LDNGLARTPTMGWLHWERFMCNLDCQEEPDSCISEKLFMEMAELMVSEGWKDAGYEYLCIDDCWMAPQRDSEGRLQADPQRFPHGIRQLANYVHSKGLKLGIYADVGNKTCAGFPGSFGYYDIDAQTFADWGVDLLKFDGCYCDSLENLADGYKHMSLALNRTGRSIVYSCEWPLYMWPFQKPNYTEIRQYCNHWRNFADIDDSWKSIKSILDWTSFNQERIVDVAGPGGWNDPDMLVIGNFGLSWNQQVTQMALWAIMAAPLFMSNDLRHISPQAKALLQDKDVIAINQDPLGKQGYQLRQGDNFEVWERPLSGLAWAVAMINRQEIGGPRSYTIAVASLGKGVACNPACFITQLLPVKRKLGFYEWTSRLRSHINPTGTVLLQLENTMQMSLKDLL
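Spleen homogenate 1 ug + cpd (titration) + 4-MU-alpha-D-galactopyranoside 1 mM; 37C 40 min; 50 mM citrate/phosphate pH 5.0, 0.01% Tween-20; stop pH 10; fluorescence 365/440; AC50 via Hill.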
Tau FP inhib – tau fibrillization inhibition (FP); Potency, µM (titrated, usually from 57.7 µM), inactives show top-dose activity, negative = inhibition, most hits filed as inhibitors; K18 P301L tau heparin fibrillization, Alexa594 FP, 6 h; actives 0.39% (n = 280,000); AID 1468; also: % is scaled to controls: 0 for no effect and ±100 for the full control effect; nearly all actives have a fitted effect of over 55% in size
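Human tau K18 […] P301L fragment, 15 uM unlabeled plus 0.24 uM Alexa 594-labeled tau (final), with compound and 20 uM heparin in 100 mM sodium acetate pH 7; 6 hr at 37 C, then Alexa 594 FP read.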
GAA glycogen – GAA glycogen-cleavage inhibition or activation. Potency, µM (series often up to 76.4 µM), for inactives: top-dose activity change, negative = inhibition, most hits filed as inhibitors. recombinant GAA, glycogen substrate, Amplex Red glucose oxidase fluorescence. actives 0.38% (n = 300,000);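 also: 0% = full enzyme reaction and -100% = no-enzyme basal signal; the screen sought inhibitors and activators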
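qHTS, 1536-well; enzyme 4 nM final; cpd up to 77 uM; substrate bovine liver glycogen 30 ug; 50 mM citrate/phosphate pH 5.0, 0.01% Tween-20; 37 C, 40 min; Amplex Red detection 45 min RT; Hill fit → AC50.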
GAA spleen mod – inhibitors or activators of human alpha-glucosidase in spleen homogenate. P10253. human spleen homogenate, 4-MU-alpha-glucoside fluorescence. Potency, µM (top dose mostly 79.9 µM), without a hit: top-dose activity change, negative = inhibition, usual class: inhibitors. actives 0.006% (n = 240,000). AID 2112;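 also: 0% = enzyme with vehicle and -100% = no enzyme basal signal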
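Human spleen homogenate (1 ug) incubated with compounds and 1 mM 4-methylumbelliferyl-alpha-D-glucopyranoside in pH 5.0 citrate/phosphate buffer, 37 C, 40 min. Stopped at pH 10; 4-MU fluorescence (Ex 365/Em 440 nm); AC50 by Hill fit.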
HTT ATP protect – cytoprotection in Huntington HTT-Q103 PC12 cell model. actives 0.14% (n = 230,000). PC12 HTT-Q103 induced, cytoprotection, ATP luminescence, 40 h. Potency, µM (top dose mostly 56.4 µM), for the others: cytoprotection (ATP increase), hits mostly activators;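 also: % of control where 0% means no effect; nearly all actives have a fitted effect of over 45% in size; toxic huntingtin expression switched on by the ecdysone agonist tebufenozide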
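Compounds were screened for protection of PC12 cells against cell death after tebufenozide induction (100 nM final) of mutant Huntingtin exon 1 (Q103) fused to GFP.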
The depositor's hits bear a star; ? = inconclusive; . = no result given; [ ] = another dose, or the depositor's remark. Calls follow the shape of the dose curve; as a rule, active = well fitted curve in the direction sought with a large enough effect; inconclusive = small, poorly fitted or top-dose-only effect, or another doubt; inactive = no such curve, though single readings can be large; an effect the other way counts as inactive or inconclusive. Potency is read from the fitted curve at half-maximal effect. Random draw from the library. Share with any hit: about 3.3%.

SMILES	GAA inh	Tau fibril ThT	Tau fluor cs	aGal spleen mod	Tau FP inhib	GAA glycogen	GAA spleen mod	HTT ATP protect
Cc1ccc(-n2ncc3c(=O)n(CC(=O)N4CCN(c5ccccc5)CC4)cnc32)cc1	-6%	?	-13%	6%	6%	4%	.	-56%[inhibitor]
CC(C)CN1CCN(Cc2ccc(CN3CCCCC3)s2)CC1CCO (configuration not stated)	-11%	-3%	-1%	2%	-4%	-9%	-1%	-28%
COc1cc(NC(=O)COC(=O)CNC(=O)c2cc(C)cc(C)c2)c(C)cc1[N+](=O)[O-]	0%	-15%	-23%	-3%	-13%	-8%	0%	.
C/C(=N\Nc1ccc(C(F)(F)F)cc1[N+](=O)[O-])C(C)C	1%	-8%	-9%	7%	-3%	1%	-8%	.
O=C(NCC1CCCO1)NC12CC3CC(CC(C3)C1)C2 (configuration not stated)	-1%	-5%	4%	-1%	-1%	-1%	2%	-10%
O=C(Cc1cccs1)Nc1cccc(C(=O)Nc2ccco2)c1	?	15%	6%	3%	8%	2%	-2%	-1%[10 µM]
COc1ccc(NC(=O)c2ccc(OC(F)F)cc2)cc1Cl	-1%	?	?	4%	12%	3%	-2%	.
N#Cc1ccccc1Oc1ccccc1C=O	-1%	-9%	-8%	0%	8%	-1%	3%	26%
CCOc1ccc(NC(=O)CC2C(=O)N(c3ccc(OC)cc3)C(=O)N2CCc2cccs2)cc1 (configuration not stated)	-14%	-3%	-20%	-5%	3%	-5%	-7%	29%[10 µM]
CCCNC(=O)CSc1nc2ccc(OCC)cc2s1	3%	-13%	-8%	1%	0%	9%	6%	-17%[10 µM]
O=C(N/N=C/c1ccc[nH]1)c1cccc([N+](=O)[O-])c1	-6%	-11%	-7%	1%	10%	-1%	-2%	4%[10 µM]
COC(=O)C1=C(N)Oc2cc(C)n(Cc3ccccc3)c(=O)c2C1c1ccccc1 (configuration not stated)	4%	-3%	-24%	-1%	-8%	-11%	2%	-4%
CCN(CC)C(=O)Nc1c(C)n(C)n(-c2ccccc2)c1=O	?	4%	8%	-22%	11%	-3%	-5%	-1%[10 µM]
Cc1ccc(/C=C/c2ccc(=O)n(Cc3ccccc3Cl)n2)cc1	-5%	?	-24%	11%	-10%	-11%	1%	-13%
O=C(Nc1ccc(N2CCOCC2)cc1)c1nc2ccccc2s1	.	.	-36%	4%	3%	5%	-4%	-5%[10 µM]
CCOc1cc(NC(=O)c2ccccn2)c(OCC)cc1NC(=O)c1ccccc1	?	-11%	-11%	1%	?	-11%	-19%	2%[10 µM]
COc1ccc(OC)c(C2C3=C(CCCC3=O)Nc3c2c(=O)n(C)c(=O)n3C)c1 (configuration not stated)	4%	0%	3%	2%	-2%	-17%	0%	5%
Cc1ccc(C)c(NC(=O)N2CCc3cc(S(=O)(=O)N4CCC(C)CC4)ccc32)c1	.	6%	-15%	.	?	-3%[76.3 µM]	.	.
Cc1ccccc1CS(=O)(=O)c1ccc(C(=O)N2CCC(C)CC2)cc1[N+](=O)[O-]	-1%	?	-18%	15%	2%	5%	6%	-8%
O=C(COc1ccc([N+](=O)[O-])cc1)Nc1cc(C(=O)O)cc(C(=O)O)c1	2%	-6%	-6%	2%	-1%	2%	10%	-22%
CN(/N=C/c1cccnc1)C1=NS(=O)(=O)c2ccccc21	-8%	-2%	-2%	-16%	1%	16%	-5%	-6%[10 µM]
CCOC(=O)N1CCC(Nc2ncnc3c2cnn3-c2ccccc2)CC1	3%	-17%	-8%	3%	4%	0%	-2%	10%[10 µM]
O=c1[nH]c(=O)n([C@@H]2O[C@H](CO)[C@@H](O)[C@H]2O)cc1Br	.	0%	0%	10%	-1%	.	9%	48%[1.9 µM]
Cc1ccc(C)c(S(=O)(=O)N2CCN(CC(=O)Nc3sccc3C#N)CC2)c1	-6%	-6%	-17%	-9%	0%	7%	-11%	16%[10 µM]

Ordered by the number under Tau fibril ThT (highest first): three of the compounds above
smiles	GAA inh	Tau fibril ThT	aGal spleen mod	Tau FP inhib	GAA glycogen	GAA spleen mod
O=C(Cc1cccs1)Nc1cccc(C(=O)Nc2ccco2)c1	?	15%	3%	8%	2%	-2%
CCOc1ccc(NC(=O)CC2C(=O)N(c3ccc(OC)cc3)C(=O)N2CCc2cccs2)cc1 (configuration not stated)	-14%	-3%	-5%	3%	-5%	-7%
N#Cc1ccccc1Oc1ccccc1C=O	-1%	-9%	0%	8%	-1%	3%

Continuation.
SMILES	GAA inh	Tau fibril ThT	Tau fluor cs	aGal spleen mod	Tau FP inhib	GAA glycogen	GAA spleen mod	HTT ATP protect
CCN(c1ccccc1)S(=O)(=O)c1ccc(NC(=O)c2cc(=O)c3c(C)cc(C)cc3o2)cc1	.	2%	-5%	.	-17%	-3%[76.3 µM]	.	.
CCOc1ccccc1CNC(=O)c1cn(C)c(=O)c2c1c1ccccc1n2C	4%	-13%	-13%	-4%	11%	4%	-1%	6%
CC1CC(C)CN(CCCNC(=O)COc2cc(=O)n(C)c3ccccc23)C1 (configuration not stated)	2%	-6%	-5%	4%	7%	6%	-3%	-12%[10 µM]
COc1ccc(CCNC(=O)COC(=O)/C=C/c2cccs2)cc1	-6%	-7%	-10%	-20%	4%	6%	-4%	-14%
CN(C)S(=O)(=O)c1cccc(NC(=O)COC(=O)/C=C/c2ccc3c(c2)OCO3)c1	?	1%	-24%	5%	?	7%	1%	-13%
CC1(C)C(c2ccccc2)=NC(c2ccc(F)cc2)N1O (configuration not stated)	-1%	-1%	-1%	11%	-11%	?	0%	-10%
CCOCCCN1C(=O)CN(C2CCCCCC2)C(=O)C1c1ccc(OC)cc1 (configuration not stated)	-4%	-12%	-10%	-3%	?	6%	-2%	-21%
COc1ccc(C(C#N)N2CCCCC2)cc1OC (configuration not stated)	-1%	-5%	2%	3%	1%	-5%	1%	-1%[10 µM]
NS(=O)(=O)c1ccc(N2C(=O)C3CC=CCC3C2=O)cc1 (configuration not stated)	-6%	4%	0%	-7%	2%	?	5%	?
Cc1occc1C(=O)N/N=C/c1ccc(OCc2ccccc2)cc1	.	?	-28%	3%	?	8%	0%	-9%[10 µM]
CCc1cccc(CC)c1NC(=O)COC(=O)CCc1cc(OC)c(OC)c(OC)c1	-5%	2%	-1%	4%	5%	18%	1%	-5%[10 µM]
O=c1oc2ccccc2n1CCCOc1ccccc1	-6%	-15%	-7%	7%	0%	7%	5%	-10%
COc1ccc(-c2nnn(CC(=O)N(CCO)C(C(=O)NC3CCCC3)c3ccncc3)n2)cc1 (configuration not stated)	12%	-3%	-3%	-5%	-7%	8%	-1%	17%[10 µM]
NNC(=O)c1ccc(CSc2cccc3cccnc23)cc1	1%	?	-4%	-4%	7%	-13%	-1%	31%[10 µM]
Cc1ccc(OC(C)C(=O)NCC2(N3CCOCC3)CCCCC2)cc1C (configuration not stated)	.	-6%	-9%	.	3%	-3%[76.3 µM]	.	.
COc1cc(CCC(=O)OCC(=O)NC2CCCC(C)C2C)cc(OC)c1OC (configuration not stated)	7%	-11%	-7%	2%	-5%	5%	0%	-38%[inhibitor]
O=C(COC(=O)c1cccc(S(=O)(=O)NCc2ccccc2)c1)c1ccc2c(c1)OCCO2	-8%	-11%	?	-9%	-11%	5%	-4%	24%[10 µM]
COCCNC(=O)C(c1cccs1)N(CCc1ccccc1)C(=O)Cn1nnc2ccccc21 (configuration not stated)	-5%	4%	-1%	0%	-4%	-2%	-2%	5%[10 µM]
COc1ccc(OC)c2c1sc(=NC(=O)c1ccco1)n2C	-11%	?	-18%	-8%	0%	-17%	-3%	-36%
O=[N+]([O-])c1cc(Br)c(O)c(/C=N/Nc2nnnn2-c2cccc3ccccc23)c1	-18%	16µM*	?	-2%	?	10%	-12%	5%
CCOC(=O)c1cnc2cc(C(F)(F)F)ccc2c1Nc1ccc(F)cc1F	.	4%	-4%	.	-1%	6%[76.3 µM]	.	.
COC(=O)c1ccc(=O)n(Cc2ccco2)c1	?	-15%	-11%	20%	10%	7%	15%	-10%[10 µM]
CC(C)(C)NS(=O)(=O)c1ccc2c(c1)oc(=O)c1cc(S(=O)(=O)NC(C)(C)C)ccc12	-2%	10%	-11%	-18%	-10%	1%	-10%	-5%
O=C(CSc1nnnn1C1CCCCC1)N1CCN(C(=O)c2ccco2)CC1	?	3.5µM*	-54%	-2%	9%[2.34 µM]	3%	-3%	-69%[inhibitor][10 µM]
CC(C)CCNc1nc(N)c([N+](=O)[O-])c(NCCO)n1	.	-7%	-17%	1%	-3%	6%	0%	11%[10 µM]
CCCNC(=O)c1ccc2c(c1)ncn2-c1cc(C)cc(C)c1	2%	-11%	-14%	-1%	6%	4%	6%	-74%[inhibitor]
CCNC(=S)NNC(=O)c1cc(-c2cc(C)ccc2C)nc2ccccc12	-24%	-8%	-29%	2%	-7%	-8%	2%	3%
COc1cccc(/C=N/NC(=O)CC(=O)NCCc2ccccc2)c1OC	-3%	-8%	-1%	2%	7%	-8%	4%	.
COCCN(CC(=O)NCc1ccc(OC)cc1)C(=O)CCC(=O)Nc1nccs1	-3%	-6%	-6%	6%	-3%	-6%	5%	2%[10 µM]
CCOc1ccc(C2C=C(c3ccc(F)cc3)Nc3ncnn32)cc1 (configuration not stated)	15%	-9%	-16%	3%	12%	-1%	-13%	-4%
Cc1ccc(-c2cc(-c3ccccc3Cl)c(C#N)c(N)n2)o1	?	32µM*	-28%	15%	-9%	-3%	1%	-18%

No new results follow: entries from further up.
SMILES	GAA inh	Tau fibril ThT	Tau fluor cs	aGal spleen mod	Tau FP inhib	GAA glycogen	GAA spleen mod	HTT ATP protect
Cc1ccc(-n2ncc3c(=O)n(CC(=O)N4CCN(c5ccccc5)CC4)cnc32)cc1	-6%	?	-13%	6%	6%	4%	.	-56%[inhibitor]
CC(C)CN1CCN(Cc2ccc(CN3CCCCC3)s2)CC1CCO (configuration not stated)	-11%	-3%	-1%	2%	-4%	-9%	-1%	-28%
COc1cc(NC(=O)COC(=O)CNC(=O)c2cc(C)cc(C)c2)c(C)cc1[N+](=O)[O-]	0%	-15%	-23%	-3%	-13%	-8%	0%	.
C/C(=N\Nc1ccc(C(F)(F)F)cc1[N+](=O)[O-])C(C)C	1%	-8%	-9%	7%	-3%	1%	-8%	.

Source: PubChem
